GASC1 inh: inhibitors of GASC-1 (KDM4C) histone demethylase, primary screen, biochemical, single concentration HTS | actives 0.15% (n = 96,000) | inhibition, % at 12.5 µM | Lysine-specific demethylase 4C (Homo sapiens), Q9H3R0 | GST-KDM4C 2-372, H3K9me3 peptide, LANCE TR-FRET;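 active = mean replicate inhibition above about 25%, with at least 55% of replicates also reaching it, limit read from the data, passing the limit was not always enough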
Target sequence (Q9H3R0 2-372 limits assumed): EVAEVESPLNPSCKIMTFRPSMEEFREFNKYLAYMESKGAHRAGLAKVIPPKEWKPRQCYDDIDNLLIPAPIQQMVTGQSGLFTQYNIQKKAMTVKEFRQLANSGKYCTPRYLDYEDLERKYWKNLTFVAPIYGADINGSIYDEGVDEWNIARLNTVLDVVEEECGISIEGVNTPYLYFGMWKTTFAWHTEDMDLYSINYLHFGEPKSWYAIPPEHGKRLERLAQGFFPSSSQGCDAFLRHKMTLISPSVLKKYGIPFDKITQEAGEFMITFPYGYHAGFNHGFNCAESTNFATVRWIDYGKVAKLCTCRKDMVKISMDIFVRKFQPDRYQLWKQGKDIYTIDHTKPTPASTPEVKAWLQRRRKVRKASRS
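Compound: one test concentration per compound; Material: GST-GASC-1 enzyme fragment 2-372; Amount: GASC-1 enzyme at 10 nM final in reaction; Also added: H3K9me3 peptide substrate, Fe(II), 2-oxoglutarate; Technique: LANCE TR-FRET; Times: 30 min demethylation and 1 h detection at room temperature.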
T cruzi growth: T. cruzi intracellular proliferation inhibitors, primary screen, cell-based, beta-gal Tulahuen parasites, NIH3T3 host, luminescence | AID 624255, 2012 | T. cruzi beta-gal in NIH3T3, GalScreen luminescence, 90 h | inhibition, % at 8.34 µM | actives 5.9% (n = 77,000);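 active = mean inhibition above about 93%, with at least 55% of replicates each passing it, limit read from the data, passing the limit was not always enough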
Pf Dd2 inh: P. falciparum Dd2 growth inhibitors, primary screen, SYBR Green fluorescence, single dose replicates; activity change, % at 10 µM; AID 1159554, 2015; actives 2.3% (n = 94,000); 72 h; active compounds read low; in the data active = activity change below about -80%
C diff HTS: C. difficile growth inhibitors, primary screen, HTS; Clostridium difficile clinical isolate growth, OD600, 24 h; active compounds read low; growth activity, negative = inhibition, % at 16 µg/mL (by protocol); actives 0.25% (n = 86,000); AID 1259249, 2017;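 active = mean growth activity at or below -80% and every replicate also at or below -80%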;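 note: 0% = DMSO wells and -100% = levofloxacin 16 µg/mL wells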
* hit, by the source's call; x = no result given.

mol,GASC1 inh,T cruzi growth,Pf Dd2 inh,C diff HTS
C[C@H](CO)N1C[C@H](C)[C@@H](CN(C)Cc2ccc(Cl)c(Cl)c2)Oc2ccc(NS(=O)(=O)c3cn(C)cn3)cc2CC1=O,12,47,-8,4
CNC(=O)C[C@@H]1CC[C@H]2[C@H](COc3ccc(NC(=O)NC4CCCC4)cc3C(=O)N2C)O1,0.0,22,4,5
O=C(C[C@H]1C[C@@H]2c3cc(NC(=O)Nc4ccccc4F)ccc3O[C@@H]2[C@H](CO)O1)NCCc1ccccc1,0.9,16,-26,4
C[C@H]1CCCCO[C@H](CN(C)C)[C@@H](C)CN([C@@H](C)CO)C(=O)c2cc(NC(=O)Nc3ccc4c(c3)OCO4)ccc2O1,0.6,28,13,-2
O=C(C[C@@H]1C[C@@H]2c3cc(NC(=O)Nc4ccccc4F)ccc3O[C@@H]2[C@H](CO)O1)NCc1ccc2c(c1)OCO2,-0.1,-28,-4,2
CCNC(=O)C[C@@H]1CC[C@@H]2[C@@H](COc3ccc(NC(=O)Nc4cccc(Cl)c4)cc3C(=O)N2C)O1,-0.4,-9,0,2
COc1ccc(CN(C)C[C@@H]2Oc3ccc(NS(=O)(=O)c4ccc(Cl)cc4)cc3C(=O)N([C@@H](C)CO)C[C@H]2C)cc1,0.5,53,12,3
O=C(NCc1ccccc1)[C@H]1[C@H](CO)[C@H]2Cn3c(cccc3=O)[C@@H]1N2CC1CCCC1,17,-4,12,-3
O=C(C[C@@H]1CC[C@H]2[C@@H](COC[C@@H](O)CN2C(=O)Nc2cccc(F)c2)O1)NCCCN1CCOCC1,0.1,-3,-8,x
N#Cc1cccc(-c2ccc(C3[C@@H]4CNC[C@H]3N4)cc2)c1 (stereo partly specified),0.1,x,-60,-6
Cc1noc(C)c1NC(=O)N(C)C[C@@H]1Oc2ccc(NC(=O)Nc3ccc(C(F)(F)F)cc3)cc2CC(=O)N([C@H](C)CO)C[C@@H]1C,-1.3,21,-11,0
C[C@H]1CCCCO[C@@H](CN(C)CC2CCCCC2)[C@@H](C)CN([C@@H](C)CO)C(=O)c2cc(NC(=O)NC3CCCCC3)ccc2O1,-1.5,71,-50,x
CCCNC(=O)Nc1ccc2c(c1)C(=O)N(C)[C@@H]1CC[C@@H](CC(=O)NCCCN(C)C)O[C@@H]1CO2,1.4,23,-6,0
COc1ccc(NC(=O)N(C)C[C@H]2OCCCC[C@@H](C)Oc3ccc(NS(=O)(=O)c4ccc(OC)cc4)cc3C(=O)N([C@@H](C)CO)C[C@@H]2C)cc1,-0.5,28,-66,-4
CC(C)CC#Cc1cnc2c(c1)C(=O)N([C@@H](C)CO)C[C@H](C)[C@H](CN(C)C(=O)Nc1ccccc1F)O2,-0.9,x,-22,-4
COc1ccc(NC(=O)N(C)C[C@H]2Oc3ccc(NC(=O)C4CC4)cc3C(=O)N([C@@H](C)CO)C[C@H]2C)cc1,2.1,15,18,-1
Cc1ccc(S(=O)(=O)Nc2ccc3c(c2)CC(=O)N([C@@H](C)CO)C[C@H](C)[C@@H](CN(C)Cc2ccccc2)O3)cc1,-2.1,x,-10,-4
CC=Cc1ccc2n(c1=O)C[C@H]1[C@H](CO)[C@@H](C(=O)NCc3ccc4c(c3)OCO4)[C@@H]2N1C(=O)CC (mixture of isomers),0.4,-3,6,0
CC(C)NC(=O)N(C)C[C@H]1Oc2c(cccc2N(C)C)C(=O)N([C@@H](C)CO)C[C@@H]1C,0.3,-19,21,2
C[C@@H]1CN([C@H](C)CO)C(=O)c2cc(NS(=O)(=O)c3cn(C)cn3)ccc2O[C@@H](C)CCCCO[C@H]1CN(C)C(=O)Nc1ccccc1,1.0,16,-26,-3
O=C(C[C@H]1CC[C@@H]2[C@H](COC[C@@H](O)CN2Cc2cc(F)ccc2F)O1)NCc1ccc(F)cc1,0.0,7,1,3
CCCc1cn(CC[C@@H]2CC[C@@H](NC(=O)Nc3ccccc3F)[C@H](CO)O2)nn1,0.3,65,10,x
COC(=O)c1ccc(CN2CC(=O)N3[C@H](CO)[C@@H](c4ccc(-c5ccccc5F)cc4)[C@H]3C2)cc1,8.6,x,-83*,-5
C[C@@H]1CN([C@H](C)CO)C(=O)c2cc(NC(=O)c3ccccc3)ccc2O[C@@H](C)CCCCO[C@H]1CN(C)C(=O)CCC(F)(F)F,-0.9,-22,-23,-3
Cc1noc(C)c1NC(=O)Nc1ccc2c(c1)C(=O)N([C@@H](C)CO)C[C@@H](C)[C@H](CN(C)S(=O)(=O)c1ccccc1)OCCCC[C@@H](C)O2,-0.1,-9,-12,1

4 of these compounds in a different format.
Values run as follows: GASC1 inh	T cruzi growth	Pf Dd2 inh	C diff HTS
COc1ccc(NC(=O)N(C)C[C@H]2OCCCC[C@@H](C)Oc3ccc(NS(=O)(=O)c4ccc(OC)cc4)cc3C(=O)N([C@@H](C)CO)C[C@@H]2C)cc1
→ -0.5	28	-66	-4
CC(C)CC#Cc1cnc2c(c1)C(=O)N([C@@H](C)CO)C[C@H](C)[C@H](CN(C)C(=O)Nc1ccccc1F)O2
→ -0.9	x	-22	-4
COc1ccc(NC(=O)N(C)C[C@H]2Oc3ccc(NC(=O)C4CC4)cc3C(=O)N([C@@H](C)CO)C[C@H]2C)cc1
→ 2.1	15	18	-1
Cc1ccc(S(=O)(=O)Nc2ccc3c(c2)CC(=O)N([C@@H](C)CO)C[C@H](C)[C@@H](CN(C)Cc2ccccc2)O3)cc1
→ -2.1	x	-10	-4

Next section:
mol,GASC1 inh,T cruzi growth,Pf Dd2 inh,C diff HTS
C[C@@H]1CCCCO[C@H](CN(C)C(=O)Nc2ccc(C(F)(F)F)cc2)[C@H](C)CN([C@@H](C)CO)C(=O)c2cc(NC(=O)Nc3ccc(F)cc3)ccc2O1,2.1,111*,-76,2
CN(C)C(=O)c1cccc(-c2ccccc2[C@H]2[C@@H](C#N)N(C(=O)C3CCCCC3)[C@H]2CO)c1,-0.9,x,-15,-10
C[C@@H]1CCCCO[C@@H](CN(C)C(=O)Cc2ccccc2)[C@@H](C)CN([C@H](C)CO)C(=O)c2cc(NC(=O)c3ccncc3)ccc2O1,-2.1,36,-8,6
O=C(c1ccccc1F)N1CC[C@@H]2[C@@H](CO)Nc3ccc(-c4cccc(F)c4)cc3[C@@H]21,0.3,55,6,8
O=C(C[C@H]1C=C[C@H](NC(=O)c2ccc(F)cc2)[C@H](CO)O1)NCCc1ccccc1,0.6,-31,12,-1
C[C@H](CO)N1C[C@H](C)[C@@H](CN(C)S(=O)(=O)c2ccccc2)Oc2ncc(C#CC3CCCCC3)cc2C1=O,-0.5,107*,-55,4
O=C(C[C@@H]1CC[C@@H]2[C@H](COC[C@@H](O)CN2CC2CC2)O1)NCc1ccc(Cl)cc1,-0.1,-3,-6,1
COc1ccc2c3c(n(C)c2c1)[C@H](CO)N(C(=O)CC1CC1)CC31CN(Cc2ccccc2)C1,-0.4,x,-76,-11
C[C@@H]1CN([C@@H](C)CO)C(=O)c2cccc(NC(=O)Nc3ccc(F)cc3)c2O[C@H]1CN(C)S(=O)(=O)c1ccc(Cl)cc1,9.9,x,-8,-3
CC(C)C#Cc1ccc([C@@H]2[C@H](CO)N3C(=O)CN(C(=O)c4ccccn4)C[C@@H]23)cc1,0.7,x,-29,0
CC(=O)N(C)C[C@H]1Oc2cc(C#CC3CC3)ccc2S(=O)(=O)N([C@H](C)CO)C[C@H]1C,-0.1,5,17,5
C[C@H](CO)N1C[C@H](C)[C@@H](CN(C)C(=O)c2ccc3c(c2)OCO3)Oc2ncc(C#Cc3ccccc3F)cc2C1=O,-0.8,65,-59,3
COc1ccc(S(=O)(=O)N(C)C[C@@H]2OCCCC[C@H](C)Oc3ccc(NC(=O)Nc4ccc(C(F)(F)F)cc4)cc3C(=O)N([C@@H](C)CO)C[C@@H]2C)cc1,-0.6,97*,-79,1
C[C@@H]1CN([C@H](C)CO)C(=O)c2cc(NC(=O)Nc3ccccc3)ccc2O[C@H]1CN(C)C,2.0,58,2,1
COc1cccc(S(=O)(=O)N[C@H]2C=C[C@@H](CC(=O)NCc3ccccc3)O[C@@H]2CO)c1,-0.1,-33,18,-3
COc1ccc(C#Cc2ccc([C@H]3[C@H]4CN(C(=O)C5CCOCC5)CC(=O)N4[C@H]3CO)cc2)cc1,-1.7,x,-3,-23
COc1ccc(NC(=O)Nc2ccc3c(c2)CC(=O)N([C@H](C)CO)C[C@H](C)[C@H](CN(C)C)O3)cc1,1.7,x,10,-3
CC(=O)N(C)C[C@@H]1Oc2ncc(-c3ccccc3F)cc2C(=O)N([C@H](C)CO)C[C@H]1C,-0.8,0,34,-2
C[C@@H]1CN([C@@H](C)CO)C(=O)c2cc(NS(=O)(=O)c3ccc(F)cc3)ccc2O[C@@H]1CN(C)C(=O)NC1CCCCC1,-1.6,-7,-66,2
CC(C)NC(=O)N(C)C[C@@H]1Oc2ncc(C3=CCCCC3)cc2C(=O)N([C@@H](C)CO)C[C@@H]1C,-0.7,-8,-14,-1
N#C[C@H]1[C@H](c2ccccc2)[C@H](CO)N1C(=O)C1CCCC1,-0.3,54,20,1
CC(C)C#Cc1ccc2c(c1)O[C@H](CN(C)C(=O)c1cccc(F)c1)[C@H](C)CN([C@@H](C)CO)S2(=O)=O,0.2,118*,-56,7
C[C@H]1CCCCO[C@@H](CN(C)C(=O)Nc2cccc3ccccc23)[C@@H](C)CN([C@@H](C)CO)C(=O)c2cc(NS(=O)(=O)c3cn(C)cn3)ccc2O1,-7.9,7,-29,-3
C[C@H]1CN([C@@H](C)CO)C(=O)Cc2cc(NS(=O)(=O)c3cn(C)cn3)ccc2O[C@@H]1CN(C)S(C)(=O)=O,1.0,16,1,-5
CC(=O)NC[C@H]1[C@H](c2ccc(-c3cccnc3)cc2)[C@@H](CO)N1C(=O)C1CC1,0.0,70,3,-10

As entered above:
Pf Dd2 inh, `C[C@@H]1CN([C@@H](C)CO)C(=O)c2cccc(NC(=O)Nc3ccc(F)cc3)c2O[C@H]1CN(C)S(=O)(=O)c1ccc(Cl)cc1` → -8
T cruzi growth, `C[C@H](CO)N1C[C@H](C)[C@@H](CN(C)C(=O)c2ccc3c(c2)OCO3)Oc2ncc(C#Cc3ccccc3F)cc2C1=O` → 65
C diff HTS, `C[C@@H]1CCCCO[C@@H](CN(C)C(=O)Cc2ccccc2)[C@@H](C)CN([C@H](C)CO)C(=O)c2cc(NC(=O)c3ccncc3)ccc2O1` → 6
T cruzi growth, `COc1cccc(S(=O)(=O)N[C@H]2C=C[C@@H](CC(=O)NCc3ccccc3)O[C@@H]2CO)c1` → -33

Next section
mol,GASC1 inh,T cruzi growth,Pf Dd2 inh,C diff HTS
C[C@@H]1CN([C@H](C)CO)C(=O)Cc2cc(NS(C)(=O)=O)ccc2O[C@H]1CN(C)Cc1ccncc1,9.7,-12,-4,-1
O=C(NCc1ccccc1)[C@H]1[C@H](CO)[C@H]2Cn3c(cccc3=O)[C@@H]1N2C(=O)CC1CC1,-1.0,12,7,-1
CC(=O)N1CC(=O)N2[C@H](C1)[C@@H](c1ccc(C#CC(C)C)cc1)[C@@H]2CO,-0.1,x,-35,32
COCC(=O)N1CC[C@@H]2[C@H]1c1cc(C#Cc3ccc(F)cc3)ccc1N[C@@H]2CO,-0.3,63,-35,-16
C[C@H](CO)N1C[C@H](C)[C@@H](CN(C)C(=O)Nc2cccc3ccccc23)Oc2ccc(NC(=O)C3CCCCC3)cc2CC1=O,-0.7,7,5,-6
CCS(=O)(=O)N1CCCCN2[C@H](C1)[C@@H](c1ccc(-c3cccc(C#N)c3)cc1)[C@@H]2CO,-1.2,73,-31,-2
CCCNC(=O)C[C@@H]1CC[C@@H]2[C@@H](COc3ccc(NC(=O)NCCC)cc3C(=O)N2C)O1,-2.1,x,9,3
C[C@H](CO)N1C[C@H](C)[C@@H](CN(C)Cc2ccccc2)Oc2c(NS(=O)(=O)c3cn(C)cn3)cccc2C1=O,1.3,-15,40,-1
C[C@H](CO)N1C[C@H](C)[C@H](CN(C)C(=O)Cc2ccncc2)Oc2ncc(C#Cc3ccccc3F)cc2C1=O,-3.1,63,-43,2
COCC(=O)N1[C@H](CO)[C@@H](c2ccccc2C2=CCCCC2)[C@@H]1C#N,-1.6,x,-8,5
CC(=O)N(C)C[C@@H]1Oc2cc(-c3ccc(C)cc3)ccc2S(=O)(=O)N([C@@H](C)CO)C[C@@H]1C,-0.7,16,21,-5
C[C@H](CO)N1C[C@H](C)[C@@H](CN(C)C(=O)c2ccc(F)cc2)Oc2ncc(C#CC3CC3)cc2C1=O,1.1,86,-16,4
COCc1cn(CC[C@H]2CC[C@@H](NC(=O)Nc3ccc(OC)cc3)[C@@H](CO)O2)nn1,1.6,17,-12,0
COc1ccc(CNC(=O)C[C@@H]2CC[C@H]3[C@H](COc4ccc(NC(C)=O)cc4C(=O)N3C)O2)cc1,-3.7,28,-8,12
CCS(=O)(=O)N1CC(=O)N2[C@H](C1)[C@H](c1ccc(-c3ccc(F)cc3)cc1)[C@@H]2CO,1.0,x,0,1
COc1ccc2c3c(n(C)c2c1)[C@H](CO)N(C(=O)c1ccccc1)CC31CCN(C)CC1,-0.6,x,-4,1

Screening data: PubChem, Broad Institute
